Assay outcomes from PubChem.
L3MBTL1 block = qHTS Assay for the Inhibitors of L3MBTL1 | Lethal(3)malignant brain tumor-like protein 1 (Homo sapiens), Q9Y468 | AlphaScreen L3MBTL1–H3K9me1 peptide binding | Potency, µM (highest dose often 57.1 µM), for the others: at the highest dose activity, negative = inhibition, hits mostly inhibitors | 230,000 tested, 0.66% active | AID 485360, 2010; active means well fitted inhibition curve with a large enough effect; inconclusive means small, poorly fitted or top-dose-only effect; inactive means no such curve, though single readings can be large or run the other way; further: nearly all actives have a fitted effect of over 60% in size
Target sequence (Q9Y468 whole entry, looked up): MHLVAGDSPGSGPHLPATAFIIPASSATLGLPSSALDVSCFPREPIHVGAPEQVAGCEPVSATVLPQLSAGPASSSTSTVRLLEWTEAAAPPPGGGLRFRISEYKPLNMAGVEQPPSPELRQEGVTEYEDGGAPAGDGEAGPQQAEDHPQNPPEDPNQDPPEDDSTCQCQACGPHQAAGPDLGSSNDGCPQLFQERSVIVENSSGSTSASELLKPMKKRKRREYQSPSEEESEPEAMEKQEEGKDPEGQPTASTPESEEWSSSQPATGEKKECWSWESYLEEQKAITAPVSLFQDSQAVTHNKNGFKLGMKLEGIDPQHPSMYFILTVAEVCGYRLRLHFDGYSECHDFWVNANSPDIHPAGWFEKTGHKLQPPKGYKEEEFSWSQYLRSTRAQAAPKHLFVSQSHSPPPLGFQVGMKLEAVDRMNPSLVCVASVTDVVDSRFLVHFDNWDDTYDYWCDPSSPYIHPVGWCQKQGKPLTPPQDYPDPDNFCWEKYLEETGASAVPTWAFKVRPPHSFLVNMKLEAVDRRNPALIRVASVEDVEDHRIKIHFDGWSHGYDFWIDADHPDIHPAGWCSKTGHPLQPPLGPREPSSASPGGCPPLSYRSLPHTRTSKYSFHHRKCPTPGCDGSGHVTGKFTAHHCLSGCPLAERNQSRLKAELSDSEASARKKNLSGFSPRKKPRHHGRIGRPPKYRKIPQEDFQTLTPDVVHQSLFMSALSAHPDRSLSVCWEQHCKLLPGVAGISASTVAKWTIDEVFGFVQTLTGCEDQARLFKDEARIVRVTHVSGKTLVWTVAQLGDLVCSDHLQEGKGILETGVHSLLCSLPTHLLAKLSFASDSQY
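Read-out is AlphaScreen signal from streptavidin donor and nickel chelate acceptor beads (10 ug/mL final each) bridging L3MBTL1 (50 nM) and biotinylated K9-monomethylated H3(1-15) peptide (75 nM), after 30 min compound exposure at room temperature.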
Numbers without * were called inactive; ? = inconclusive; [ ] = another dose, or the depositor's remark. On the % scale 0 is the no-effect control and ±100 the full control effect; potency means the concentration at half of the fitted maximal effect.

SMILES | L3MBTL1 block
CCOc1ccc2oc(C(=O)N3CCCN(C)CC3)c(C)c2c1 | 2%
CC(=O)N1CCN(c2ccc(NCc3ccc(-c4cccc(Cl)c4)o3)cc2)CC1 | ?
C#CCOCCOCCOCCNc1nc(N2CCN(C(=O)CCCCCCCCCCNC(=O)[C@H](CCCCN)n3cc(CCO)nn3)CC2)nc(N2CCN(C(=O)CCCCCCCCCCNC(=O)[C@@H]([C@H](C)O)n3cc(C)nn3)CC2)n1 | -96%
COc1ccc(C(=O)N2CCN(c3ccccc3)CC2)cc1S(=O)(=O)NC1CC1 | 0%
COc1cccc(/C=C/C(=O)OCC(=O)c2ccccc2)c1OC | 21%
Nc1ccccc1C(=O)N1O[C@@H]2C=C[C@H]1CC2 | 10%
CC(C)[C@@H](CO)N(C)S(=O)(=O)c1ccccc1Br | 3%
c1ccc(-c2ccccc2OCCOCCN2CCOCC2)cc1 | ?
CCOC(=O)[C@H]1[C@H]2COc3ccc(OC)cc3[C@@H]2N2C(=O)[C@H](C)NC(=O)[C@@]12C | 2%
Cc1ccc(NC(=O)CC2OC(=O)c3ccccc32)cc1S(=O)(=O)N1CCOCC1 (stereo not drawn) | 8%

3 entries drawn at random from the list so far, as already listed:
SMILES | L3MBTL1 block
COc1cccc(/C=C/C(=O)OCC(=O)c2ccccc2)c1OC | 21%
Cc1ccc(NC(=O)CC2OC(=O)c3ccccc32)cc1S(=O)(=O)N1CCOCC1 (stereo not drawn) | 8%
c1ccc(-c2ccccc2OCCOCCN2CCOCC2)cc1 | ?

The listing continues:
SMILES | L3MBTL1 block
COc1ccc(NC(=O)CCCc2ccccc2)cc1OC | -6%
O=C(Nc1cc(Cl)ccc1Cl)c1ccco1 | 0%[2.29 µM]
Cc1cc(C)c2nc(N3C(=O)C(O)=C(C(=O)c4ccco4)C3c3ccc(O)cc3)sc2c1 (stereo not drawn) | -16%
O=C(NNC(=O)C1COc2ccccc2O1)c1ccccc1O (stereo not drawn) | -3%
O=C(CN1C(=O)NC2(CCCCCC2)C1=O)Nc1ccc(Cl)c([N+](=O)[O-])c1 | -3%
CNC[C@@H](CC1CCCCC1)NC[C@H](CC(C)C)NCCc1cccc(C(F)(F)F)c1 | 2%
O=C(O)/C(=C\c1cccc(O)c1)c1ccc(S(=O)(=O)N2CCCC2)s1 | -26%
CCCCn1c(N)c(N(CC(C)C)C(=O)COC(=O)c2ccccc2NCCO)c(=O)[nH]c1=O | 3%
CCN(CC(=O)Nc1ccccc1C(F)(F)F)C(=O)CN1C(=O)NC2(CCCC2)C1=O | -2%
CN(CC(=O)Nc1c(Cl)cccc1Cl)C(=O)CNC(=O)c1ccco1 | 1%

(continued)
SMILES | L3MBTL1 block
COc1cc(NC(=O)Cc2ccccc2)ccc1NC(=O)Cc1ccccc1 | 0%
COc1ccccc1C(=O)Nc1ccncc1 | 0%
CCOc1ccc(CCNC(=O)COC(=O)c2sccc2C)cc1OCC | 10%
Cn1nnnc1SCC(=O)c1c(N)n(C2CC2)c(=O)[nH]c1=O | -1%
COc1ccc(NS(=O)(=O)c2cccc(C(=O)NNC(=O)c3ccc(Br)o3)c2)cc1 | 11%
COC(=O)CCCNC(=O)c1ccc(OS(=O)(=O)c2cc([N+](=O)[O-])ccc2C)cc1 | 8%
C[C@H](CO)N1C[C@H](C)[C@@H](CN(C)C(=O)Nc2ccc(C(F)(F)F)cc2)Oc2c(cccc2N(C)C)C1=O | 6%
C[C@H](CO)N1C[C@H](C)[C@@H](CN(C)C(=O)NC2CCCCC2)Oc2c(NC(=O)Nc3ccc(C(F)(F)F)cc3)cccc2C1=O | 1%
COc1cccc(/C=C(\C#N)c2nc3ccccc3[nH]2)c1OCC(=O)O | 0%
O=C(NCCN1CCOCC1)c1cccc(NS(=O)(=O)c2ccc(Br)cc2)c1 | -3%

(continued)
SMILES | L3MBTL1 block
C[C@H]1CN=C(N(C)C)N1CC1CCC(C(C)(C)C)CC1 (stereo partly drawn) | 5%
O=C(CN1C(=O)C(=O)N(Cc2ccco2)C1=O)Nc1ccc(F)c(F)c1F | -3%
COc1cccc(C(=O)Nc2ccc3c(c2)n(C)c(=O)n3C)c1 | 2%
C1=CC(c2cc3ccccc3o2)OC(CCc2ccccc2)C1 (stereo not drawn) | 47%[activator]
CCOc1ccccc1NC(=O)COC(=O)c1c(CC)noc1C | -2%
COc1ccc(NC(=O)CSc2nnc(C)n2C2CC2)cc1S(=O)(=O)N1CCOCC1 | -3%
Cc1ccc(C(=O)NCC2CCCN2S(=O)(=O)c2ccc(C)cc2)cc1 (stereo not drawn) | 3%
COc1ccc(OCCN2CCN(S(=O)(=O)c3ccccc3C#N)CC2)cc1 | 0%
Cc1cccc(C)c1NC(=O)CN(C)C(=O)c1ccc(-c2cccc(C(F)(F)F)c2)o1 | 28%
CCCCN(C(=O)c1cc2ccccc2o1)c1c(N)n(CCCC)c(=O)[nH]c1=O | 9%

Another view of 2 compounds above:
> CCOc1ccc2oc(C(=O)N3CCCN(C)CC3)c(C)c2c1
  L3MBTL1 block = 2%

> CC(=O)N1CCN(c2ccc(NCc3ccc(-c4cccc(Cl)c4)o3)cc2)CC1
  L3MBTL1 block = ?

(listing goes on)
SMILES | L3MBTL1 block
C[C@H](CO)N1C[C@H](C)[C@@H](CN(C)C(=O)NC2CCCCC2)Oc2c(NC(=O)C3CCCCC3)cccc2C1=O | 2%
C[C@@H]1CN([C@@H](C)CO)C(=O)c2cc(NC(=O)C3CC3)ccc2O[C@H]1CN(C)C | 7%
COc1cc(OC)cc(-c2c(C#Cc3ccsc3)c3cc(-c4ccc(OC)c(OC)c4)ccc3n2C)c1 | -1%
COCCN(C(=O)c1cc(S(=O)(=O)N2CCCCC2)ccc1Cl)c1c(N)n(CC(C)C)c(=O)[nH]c1=O | 7%
Cc1c(NC(=O)COC(=O)c2ncc(Cl)c(Cl)c2Cl)c(=O)n(-c2ccccc2)n1C | 1%
COc1cc(OC)cc(C(=O)N2CCN(S(=O)(=O)c3ccc(Cl)s3)CC2)c1 | -1%
Cc1ccc(S(=O)(=O)N2CCN(C(=O)N3CCOCC3)CC2)c(C)c1 | -2%
O=C(C1CC1)N1c2ccccc2Sc2ccccc21 | 2%
Cc1nc(-c2ccccc2)nc(-c2ccccc2)n1 | 41%[activator]
CCOC(=O)c1c(-c2ccccc2)c2cc(OC)ccc2n1CCCN(C)C | -8%

Following part
SMILES | L3MBTL1 block
COc1ccc(/C=C/C(=O)O)cc1S(=O)(=O)N1CCCC1 | -17%
Cn1c(C=O)c(C#Cc2ccccc2)c2ccccc21 | 198%[activator]
CC(=O)Nc1ccc(S(=O)(=O)NCCC(=O)NC(C)c2cccs2)cc1 (stereo not drawn) | -5%
O=S(=O)(NC1CCN(S(=O)(=O)c2c(F)cccc2F)C1)c1ccc2c(c1)OCCO2 (stereo not drawn) | 3%
CN(CC(=O)Nc1cccc(F)c1)C(=O)c1cccc2ccccc12 | -1%
CC(C)CCN(C(=O)c1ccc(N2CCCC2=O)cc1)c1c(N)n(Cc2ccccc2)c(=O)[nH]c1=O | 3%
O=c1[nH]cnc2c1sc1nc(C(F)F)cc(-c3ccccc3)c12 | 7%
O=C(COC(=O)CSc1ccc(F)cc1)NC1CCCCCC1 | 9%
CC1CCCN(C(=O)CNC(=O)c2sc3ccccc3c2Cl)C1 (stereo not drawn) | 0%
CCCOc1ccc(C(=O)CCCC(=O)c2ccc(OCCC)cc2)cc1 | 42%[activator]

The results go on.
SMILES | L3MBTL1 block
CCN(CC(=O)NCc1cccs1)CC(=O)Nc1cccc(S(N)(=O)=O)c1 | 4%
C/C=C(\C)CN1CCCC(N(C)CCc2ccc(OC)c(OC)c2)C1 (stereo not drawn) | -1%
COc1ccc(S(=O)(=O)n2cccc2)c(OC)c1 | 1%
O=C(COC(=O)c1cccnc1Cl)Nc1ccc(N2CCCCC2)cc1 | -4%
C(=N\NC1=NCCN1)/c1ccncc1 | -6%
Nc1c(C(=O)CSc2n[nH]c(-c3ccccc3)n2)c(=O)[nH]c(=O)n1C1CC1 | 2%
CC(=O)N1c2ccc(S(=O)(=O)N3CCCC3C(=O)NCc3ccc(Cl)cc3)cc2CC1C (stereo not drawn) | -2%
Cc1ccccc1C(=O)Nc1nnc(S(=O)(=O)N2CCCCC2)s1 | 5%
CCc1ccc(C(=O)OCC(=O)N(CCOC)c2c(N)n(Cc3ccccc3)c(=O)[nH]c2=O)cc1 | 10%
CCOC(=O)C1=CCC2c3c(c4ccccc4n3C)C(=O)C1N2C(=O)OC(C)(C)C (stereo not drawn) | -1%

(more compounds)
SMILES | L3MBTL1 block
Cc1ccc2c(c1)N(C(=O)CCC(=O)N1CCN(c3ccccn3)CC1)CCO2 | -5%
O=C1[C@H]2[C@@H](c3ccc(Cl)cc3)N3C(=O)N(c4cccc(F)c4)C(=O)[C@@]3(Cc3ccccc3)[C@H]2C(=O)N1C1CCCCC1 | -4%
O=C(CCC(=O)c1ccc(F)cc1)NC1CCCN(Cc2ccccc2F)C1 (stereo not drawn) | 2%
CCOC(=O)C1=C(COC(=O)c2cccnc2SC)NC(=O)NC1C (stereo not drawn) | -2%
NC(=O)c1ccsc1NC(=O)CCS(=O)(=O)c1ccc(Cl)cc1 | -5%
COc1cccc(CN2CCN(C(=O)c3cccc4ccccc34)CC2)c1 | -6%
CCCCN(C(=O)COC(=O)c1nc2nc(C)cc(C)n2n1)C1CCS(=O)(=O)C1 (stereo not drawn) | -1%
COC(=O)C[C@H](NC(=O)Cn1cnc2c(OCc3ccccc3)ncnc21)C(=O)OC | 0%
O=C(c1cccc(-n2cccc2)c1)N1CCN(S(=O)(=O)c2ccccc2)CC1 | 4.5µM*
CCCCNc1c(-c2ccc(OC)c(Sc3ccc(OC)cc3)c2)nc2ccccn12 | -18%

(more compounds)
SMILES | L3MBTL1 block
C[C@H](CO)N1C[C@H](C)[C@@H](CN(C)S(C)(=O)=O)Oc2c(NC(=O)Nc3ccc4c(c3)OCO4)cccc2C1=O | -5%
NC(=O)Nc1ccc(C(=O)N2CCN(S(=O)(=O)Cc3ccccc3)CC2)cc1 | 6%
CCN1CCN(c2ccc(S(=O)(=O)N3CCCCC3)cc2NC(=O)CC(C)c2ccccc2)CC1 (stereo not drawn) | -1%
CC1(c2nnc(Cc3ccccc3)o2)CC(c2ccccc2Br)=NO1 (stereo not drawn) | 11%
COC(=O)c1cc(S(=O)(=O)N2CCCC2=O)c(Cl)cc1Cl | -3%
COc1ccc(NC(=O)COC(=O)c2ccc(C)c(S(=O)(=O)N3CCCCC3)c2)cc1 | -8%
CN(C)C(=O)c1ccc(NC(=O)COC(=O)C2CCN(S(=O)(=O)c3ccc4c(c3)OCCO4)CC2)cc1 | -1%
CCOC(=O)c1cnc2ccc(C(=O)OC)cc2c1NCCCN1CCOCC1 | -7%
Cc1ccc(S(=O)(=O)N2CCN(Cc3cc(=O)n4ccccc4n3)CC2)c(C)c1 | -7%
CN(C(=O)CSc1nccc(=O)[nH]1)C1CCCCC1 | 5%

Look-ups from the results shown:
L3MBTL1 block, `C/C=C(\C)CN1CCCC(N(C)CCc2ccc(OC)c(OC)c2)C1` (stereo not drawn) → -1%
L3MBTL1 block, `CCCCN(C(=O)COC(=O)c1nc2nc(C)cc(C)n2n1)C1CCS(=O)(=O)C1` (stereo not drawn) → -1%

(further entries)
SMILES | L3MBTL1 block
COc1ccc(NC(=O)c2cc3ccccc3[nH]2)cc1 | 11%
Cc1ccc(S(=O)(=O)N2CCCC2CNC(=O)C(=O)Nc2ccc(F)cc2)cc1 (stereo not drawn) | -6%
O=C(NC1CC1)c1ccc(NS(=O)(=O)c2ccc(F)cc2)cc1 | 9%
Cc1ccsc1C(=O)NNC(=O)COc1ccccc1Cl | 1%
COc1ccc(C(NC(=O)CC(C)C)c2c(O)ccc3ccccc23)cc1 (stereo not drawn) | 1%
Cc1ccccc1SCC(=O)OCC(=O)N(C)c1c(N)n(Cc2ccccc2)c(=O)[nH]c1=O | 20%
O=C(CCCN=C1NS(=O)(=O)c2ccccc21)OCC(=O)c1ccc(F)c(F)c1 | 33%[activator]
CC1CCN(S(=O)(=O)c2ccccc2)CC1 | 2%
COc1ccc(CNC(=O)COC(=O)c2ccc(S(=O)(=O)N3CCCCC3)cc2)cc1 | 2%
Cc1ccc(NC(=O)c2ccc3c(c2)CCN3S(C)(=O)=O)cc1C | -5%

Other entries follow:
SMILES | L3MBTL1 block
COc1ccc(NC(=O)N(C)C[C@H]2Oc3c(NS(=O)(=O)c4cccs4)cccc3C(=O)N([C@@H](C)CO)C[C@@H]2C)cc1 | 2%
CCOC(=O)C1=CN(Cc2cccc(Br)c2)S(=O)(=O)N(CC)C1C (stereo not drawn) | 40%[activator]
Cc1nc(Cl)sc1C(=O)Nc1cccc(Cl)c1 | 41%[activator]
CC1(C)CC(=O)c2c(O)cc(OCC(=O)Nc3ccc(CCO)cc3)cc2O1 | -3%
O=C(NC1CCN(S(=O)(=O)c2ccccc2)CC1)c1cccc(F)c1 | 12%
CCC(CO)Oc1cc(NCc2cccc(F)c2)c2ncn(C(C)C)c2c1 (stereo not drawn) | -23%
COC(C(=O)Nc1ccc(NC(=O)C(OC)c2ccccc2)cc1)c1ccccc1 (stereo not drawn) | 5%
CC(C)CN(C(=O)CCC(=O)OC(C)C(=O)Nc1cccc(C#N)c1)c1c(N)n(CC(C)C)c(=O)[nH]c1=O (stereo not drawn) | 5%
CC(Sc1nnc(NC2CC2)s1)C(=O)Nc1ccc(N2CCOCC2)cc1 (stereo not drawn) | -6%
COc1ccc2c(c1)[C@H]1[C@H](CO2)[C@H](c2ccccc2)[C@]2(C)C(=O)Nc3ccc(Br)cc3C(=O)N12 | -25%
CC1=NN(C(N)=S)C(=O)C1N=Nc1cccc(C(=O)O)c1 (stereo not drawn) | 2%
O=C1c2ccccc2/C(=C\C#Cc2ccccn2)N1c1ccccc1 | -19%
O=C(NCCC(=O)N1CCN(c2ccccn2)CC1)c1ccc([N+](=O)[O-])cc1 | -4%

Only part of the results is shown; the hit share may differ from the screen's.
